Screening results as filed in PubChem.
ARNT TACC3 PPI – disruptors of ARNT/TACC3 protein interaction, primary screen, biochemical, AlphaScreen, single concentration | AlphaScreen His-ARNT PAS-B/GST-TACC3 binding, luminescence; TACC3 fragment carries E629A point mutation | inhibition, % at 9.99 µM | hit rate 0.66% among 390,000 | AID 623870, 2012;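 active = mean inhibition of replicates at least 50% and at least half of replicates each reaching 50%; inconclusive = half or more replicates reach 50% but mean below 50%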;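 note: 0% = complete ARNT plus TACC3 wells and 100% = ARNT alone without TACC3; many hits fall short of the cut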
PAX8 inh HTS – inhibitors of PAX8-driven TPO luciferase reporter, primary screen, RMG-I cells, single concentration; SteadyGlo, 24 h; inhibition, % at 12.6 µM; hit rate 1.2% among 360,000; AID 652154, 2013;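 active = mean replicate inhibition at least 60% with every replicate also reaching 60%; inconclusive = only one of the two criteria is met; inactive = mean below 60% and not all replicates reaching 60%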;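 note: luciferase light reporting Pax8 driven TPO promoter activity; plate controls were median of neutral control wells for no effect and mitoxantrone controls for full effect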
LGR2 antag – inhibitors of bursicon-induced LGR2 CRE-luciferase signal, primary screen, cell-based, HEK293, CRE-luciferase reporter, bursicon stimulation | Drosophila bursicon receptor LGR2 (rickets) | bursicon-stimulated, 4 h | inhibition, % at 9.99 µM | hit rate 0.35% among 380,000 | AID 720647, 2013;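 active = drop in luminescence signal, shown as inhibition above about 50% in the replicate tests, limit read from the data, passing the limit was not always enough; inconclusive = probably only some replicates passing the limit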;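 note: agonist challenge used bursicon conditioned medium at about half maximal strength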
SIRT5 block – SIRT5 desuccinylase inhibitors, primary screen, biochemical, fluorescence imaging, single point, set 5; NAD-dependent protein deacylase sirtuin-5, mitochondrial (Homo sapiens), Q9NXA8; Purified SirT5, succinyl-peptide AMC, trypsin-coupled fluorescence; inhibition, % at 15 µM; hit rate 1.1% among 330,000; AID 652115, 2013; in the data active = inhibition above about 15%; inconclusive = no clear call, values can overlap the other calls
Target sequence (Q9NXA8 whole entry, looked up): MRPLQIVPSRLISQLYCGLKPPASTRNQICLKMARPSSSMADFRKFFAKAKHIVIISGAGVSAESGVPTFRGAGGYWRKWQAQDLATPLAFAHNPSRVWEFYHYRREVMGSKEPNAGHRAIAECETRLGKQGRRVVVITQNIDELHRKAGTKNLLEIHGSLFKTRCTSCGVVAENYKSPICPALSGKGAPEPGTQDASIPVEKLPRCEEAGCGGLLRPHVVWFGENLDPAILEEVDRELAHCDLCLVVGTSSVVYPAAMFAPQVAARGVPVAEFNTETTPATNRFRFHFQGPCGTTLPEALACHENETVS
Casp6 inh – human caspase-6 inhibitors, primary screen, biochemical, VEID-R110 fluorescence, single point, set 2. P55212. purified caspase-6, Z-VEID-R110 cleavage fluorescence. inhibition, % at 12.5 µM. hit rate 0.53% among 350,000. AID 686996, 2013;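 active = mean inhibition across replicates at least about 35%, with every replicate also reaching that limit, limit read from the data; inconclusive = only one of the two criteria met; inactive = neither criterion met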;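 note: 0% = median of neutral control wells and 100% = no fluorescence left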
Target sequence (P55212 24-179 limits assumed): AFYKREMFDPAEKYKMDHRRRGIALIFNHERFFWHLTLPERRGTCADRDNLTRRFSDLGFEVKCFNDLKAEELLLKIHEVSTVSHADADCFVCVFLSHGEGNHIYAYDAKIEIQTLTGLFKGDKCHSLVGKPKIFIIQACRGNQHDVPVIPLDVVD
Target sequence (P55212 194-293 limits assumed): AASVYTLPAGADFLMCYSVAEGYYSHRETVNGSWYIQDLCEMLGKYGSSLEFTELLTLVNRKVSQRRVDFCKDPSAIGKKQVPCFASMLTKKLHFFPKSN
EWS-Fli block – EWS/Fli-driven NR0B1 reporter inhibitors, primary screen, A673 cells, NR0B1 luciferase, luminescence, MLPCN library. hit rate 0.67% among 350,000. inhibition, % at 12.6 µM. AID 651661, 2012. viability-normalised;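 active = mean inhibition of at least 50% after viability correction, with every replicate also passing that limit; inconclusive = mean reaches 50% but only one of two replicates passes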;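 note: firefly luciferase signal divided by Alamar Blue viability fluorescence both relative to DMSO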
DENV2 CPE – inhibitors of DENV2 cytopathic effect, primary screen, cell-based, plate reader, single concentration; DENV2-infected cells, cytopathic effect rescue; CPE inhibition, % at 9.99 µM; hit rate 1.7% among 350,000; in the data active = CPE inhibition above about 20%, passing the limit was not always enough; inconclusive = no clear call, values can overlap the other calls; tested in BHK-21 cells;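 note: 0% = median of neutral control wells and 100% = median of positive control wells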
An asterisk follows results filed as active; ? = inconclusive; nt = not tested or not shown; & = joins results of further samples. Rows were taken by chance; about 4.9% have a hit in one of these screens.

| compound | ARNT TACC3 PPI | PAX8 inh HTS | LGR2 antag | SIRT5 block | Casp6 inh | EWS-Fli block | DENV2 CPE |
| --- | --- | --- | --- | --- | --- | --- | --- |
| CN(C)C(=O)c1ccc(-c2ccc([C@@H]3[C@@H](C#N)N(C(=O)C4CCC4)[C@H]3CO)cc2)cc1 | -3 | 2 | 5 | -1 | 3 | 6 | 5 |
| COCC(=O)N(C)C[C@H]1Oc2ncc(C#Cc3ccc(F)cc3)cc2C(=O)N([C@H](C)CO)C[C@H]1C | -1 | nt | 22 | -8 | -1 | 0 | -2 |
| CNC(=O)CC1C(=O)N(c2ccc(Cl)cc2)C(=S)N1NC(=O)c1cccc(F)c1 (configuration not stated) | -6 | -11 | -5 | 0 | -1 | -6 | -5 |
| Nn1c(SCC(=O)NC2CCS(=O)(=O)C2)nc2scc(-c3ccccc3)c2c1=O (configuration not stated) | 27 | -13 | 2 | 1 | 3 | -21 | -6 |
| Cc1cc(C(=O)Nc2cccc3c2O[C@H](CN(C)Cc2ccncc2)[C@H](C)CN([C@H](C)CO)C3=O)n(C)n1 | -2 | -6 | -14 | -1 | -1 | 0 | 5 |
| Cc1ccc(C(=O)Nc2cc(C)nn2CCC#N)cc1 | -5 | -13 | -1 | 1 | 0 | -15 | 12 |
| COc1ccc2c3c([nH]c2c1)[C@H](CO)N(C(=O)c1ccncc1)CC31CCN(C(=O)C2CCC2)CC1 | nt | nt | -3 | 2 | -1 | -6 | -3 |
| CCOc1ccccc1NC(=O)CSc1nnc(C2CC2)n1CC | -27 | 19 | -7 | nt | 6 | -8 | -6 |
| COc1ccccc1NC(=O)COC(=O)c1ccccc1SCC(=O)N1CCCC1 | -4 | 7 | 0 | -7 | 1 | 10 | 4 |
| CCC(=O)N1CCCCN2[C@H](CO)[C@@H](c3ccc(-c4cccc(C#N)c4)cc3)[C@H]2C1 | 2 | -10 | 8 | 11 | 2 | -3 | 4 |
| Cc1nn(-c2ccccc2)cc1/C=N/NC(N)=S | nt | 11 | -2 | -1 | -4 | -18 | 1 |
| Cc1ccc(NC(=O)CN2CCCC2)c2c1CC(C)(C)O2 | nt | -3 | nt | -1 | 0 | 8 | 11 |
| C[C@H]1CN([C@@H](C)CO)C(=O)c2cc(C3=CCCCC3)cnc2O[C@@H]1CN(C)C(=O)Cc1ccccc1 | -2&23 | 7&-11&-17 | 14 | -5&6&7 | 3&-1&4 | 5&7&10 | -7&-6&-12 |
| CC(=O)c1ccc(S(=O)(=O)NC2CC(=O)N(c3ccc(Cl)cc3)C2)cc1 (configuration not stated) | -1 | 2 | 3 | -2 | -1 | 10 | 14 |
| CCOc1c2ccc(C(=O)NCc3ccc(C(F)(F)F)cc3C(F)(F)F)cc2nn1C | 2 | -1 | 5 | -4 | 2 | -4 | -3 |
| CCC(=O)N(C)C[C@H]1Oc2ncc(-c3ccc(C(=O)N(C)C)cc3)cc2C(=O)N([C@@H](C)CO)C[C@H]1C | -1 | nt | 1 | 5 | -2 | -6 | 8 |
| O=C(O)c1cc(S(=O)(=O)NC(CO)C(O)c2ccc([N+](=O)[O-])cc2)ccc1Br (configuration not stated) | -4 | -10 | 3 | -3 | 1 | 7 | 1 |
| COc1cccc(C(=O)c2c(C)c(CCC#N)n3ccccc23)c1OC | 12 | 15 | 7 | 0 | 1 | 1 | 3 |
| O=S(=O)(NCCCCNS(=O)(=O)c1ccc(F)cc1)c1ccc(F)cc1 | -6 | 16 | 9 | -6 | 1 | -7 | -1 |
| O=C(c1cccc(NC2=NC3CS(=O)(=O)CC3S2)c1)N1CCN(c2ncccn2)CC1 (configuration not stated) | -6 | 4 | -7 | 0 | 1 | 3 | 5 |
| CC(C)c1ccc(NC(=O)CCNC(=O)Cn2cnc3ccccc3c2=O)cc1 | -1 | -1 | 6 | -5 | -3 | -1 | -6 |
| C[C@@H]1CN([C@@H](C)CO)C(=O)Cc2cc(NC(=O)NC3CCCCC3)ccc2O[C@@H]1CN(C)S(=O)(=O)c1cccs1 | nt | 0 | -10 | 6 | 1 | 5 | 0 |
| COc1ccccc1NC(=O)N1CCC(C(=O)c2ccc(Cl)cc2)CC1 | -1 | -10 | -5 | -4 | -2 | -5 | 2 |
| CO[C@H]1CN(C)C(=O)c2cc(NC(=O)C3CC3)ccc2OC[C@H](C)N(CC2CCCC2)C[C@H]1C | -8 | nt | 5 | -11 | 1 | 4 | 8 |
| Cc1ccc(F)cc1CNC(=O)C1CCC(=O)N(CC2CCCCC2)C1 (configuration not stated) | -5 | -42 | -7 | -3 | 0 | 3 | -5 |
| CCOc1ccc(NC(=O)N2CCN(S(C)(=O)=O)CC2)cc1 | 10 | -3 | 3 | -1 | -2 | -8 | 3 |
| CNC(=O)C1Cc2c(-c3ccc(Cl)cc3)ccnc2O1 (configuration not stated) | nt | 5 | 10 | nt | 1 | -6 | -10 |
| O=C(Cn1cccc1C(=O)c1ccccc1)NCc1ccc(F)cc1 | 3 | -50 | -19 | -4 | -1 | -15 | -2 |
| COc1ccccc1CNS(=O)(=O)c1ccc(-c2cc(C)no2)cc1 | -3 | 15 | -24 | -1 | 0 | 48 | -8 |
| C[C@H](NC(=O)C[C@@H]1CC[C@H]2[C@@H](COC[C@H](O)CN2C)O1)c1ccccc1 | -1 | 1 | 22 | -6 | 0 | -7 | 0 |

Remaining list, next part.
canonical_smiles	ARNT TACC3 PPI	PAX8 inh HTS	LGR2 antag	SIRT5 block	Casp6 inh	EWS-Fli block	DENV2 CPE
COc1ccc(OC)c(C2C(C(C)=O)=C(O)C(=O)N2CCC(=O)O)c1 (configuration not stated)	-59	nt	-2	0	2	6	-2
O=C(OCc1cc(Cl)ccc1OC(F)F)c1cccnc1	-5	10	-7	-4	1	-6	0
CCOc1ccc(CCN2C(=S)N([C@@H](CC(C)C)CN3CCCC3CN3C(=S)NC[C@@H]3Cc3ccc(O)cc3)C[C@@H]2CC(C)C)cc1 (some centres not stated)	2	-7	-8	1	4	21	-13
Cc1nn(CCCC(=O)N2CCN(c3ccc(F)cc3)CC2)c(C)c1[N+](=O)[O-]	-5	11	6	-4	-2	-11	11
COc1ccc(-c2nnn(CC(=O)N3CCOCC3)n2)cc1	1	nt	nt	0	-1	10	0
CCCNC(=O)C[C@H]1CC[C@H]2[C@@H](COc3ccc(NC(=O)CC)cc3C(=O)N2C)O1	-8	-2	3	1	2	7	?
O=C(CN1C(=O)c2ccccc2S1(=O)=O)c1ccc2c(c1)OCCO2	1	105*	103*	0	-3	86*	-1
C[C@@H]1CN([C@@H](C)CO)C(=O)c2cc(C#Cc3ccccn3)cnc2O[C@@H]1CN(C)C(=O)c1ccccn1	3	nt	-14	2	-3	6	-8
CCN1CCc2c(sc(NC(=O)c3cc4ccccc4cc3OC)c2C(N)=O)C1	0	-4	-10	1	-2	nt	9
COc1ccc(N2CCN(CC(=O)N3N=CCC3c3ccccc3)CC2)cc1 (configuration not stated)	-6	-4	nt	-1	1	4	nt
CCN1C(=O)[C@@H]2[C@@H]3CN(S(=O)(=O)c4ccc(C)cc4)[C@@H](c4ccccc4Cl)[C@@H]3C(=O)C[C@@H]2C1=O	nt	-2	nt	-1	12	5	-9
O=[N+]([O-])c1ccc(Cl)c2cccnc12	-8	3	-31	-1	-2	-2	-7
COc1ccc(-c2cc3onc(-c4c(Cl)cccc4Cl)c3c(=O)n2C)cc1	-5	-35	-13	0	-5	-30	9
O=S(=O)(c1ccc(Cl)cc1)N1CCCCCC1	-3	-5	-3	2	-1	3	-4
CC(NC(=O)C(=O)NCC1CCCO1)c1ccccc1 (configuration not stated)	-3	18	3	3	0	-1	-4
CCCCc1n[nH]c(=S)n1Cc1ccc(C)cc1	nt	8	6	-1	3	3	-1
CCOCCCNC(=O)c1ccc2c(=O)n(Cc3ccc4c(c3)OCO4)c(=S)[nH]c2c1	-6	9	12	-1	4	-3	-6
Cc1ccc(C)c(N2CCN(C(=O)CCc3nc(-c4cccc(Cl)c4)no3)CC2)c1	-1	-159	-65	-7	-1	-131	1
C[C@H](CO)N1C[C@H](C)[C@H](CN(C)S(=O)(=O)c2ccccc2)Oc2ccc(NC(=O)C3CC3)cc2CC1=O	-2	-1	-5	4	1	9	-5
O=C(COC(=O)CCC1CCCC1)Nc1ccccc1Br	-11	-11	-21	0	0	-3	-4
COc1ccc2c3c(n(C)c2c1)[C@H](CO)N(CC1CCOCC1)CC31CCN(Cc2nccs2)CC1	nt	nt	-16	-2	2	2	0
Cc1ccc(C(C#N)c2ccc(Cl)nn2)cc1 (configuration not stated)	1	0	-12	nt	-1	3	3
CO[C@H]1CN(C)C(=O)c2ccc(NS(=O)(=O)c3ccc(C)cc3)cc2OC[C@@H](C)N(Cc2nccs2)C[C@H]1C	-1	4	11	-1	1	12	-4
C[C@H](CO)N1C[C@H](C)[C@H](CN(C)S(C)(=O)=O)Oc2ccc(NC(=O)Nc3ccccc3)cc2C1=O	-6	-10	13	1	2	-6	-1

In a second layout: results already given.
> O=S(=O)(c1ccc(Cl)cc1)N1CCCCCC1
  ARNT TACC3 PPI: -3	PAX8 inh HTS: -5	LGR2 antag: -3	SIRT5 block: 2	Casp6 inh: -1	EWS-Fli block: 3	DENV2 CPE: -4

> CC(NC(=O)C(=O)NCC1CCCO1)c1ccccc1 (configuration not stated)
  ARNT TACC3 PPI: -3	PAX8 inh HTS: 18	LGR2 antag: 3	SIRT5 block: 3	Casp6 inh: 0	EWS-Fli block: -1	DENV2 CPE: -4

> CCCCc1n[nH]c(=S)n1Cc1ccc(C)cc1
  ARNT TACC3 PPI: nt	PAX8 inh HTS: 8	LGR2 antag: 6	SIRT5 block: -1	Casp6 inh: 3	EWS-Fli block: 3	DENV2 CPE: -1

> CCOCCCNC(=O)c1ccc2c(=O)n(Cc3ccc4c(c3)OCO4)c(=S)[nH]c2c1
  ARNT TACC3 PPI: -6	PAX8 inh HTS: 9	LGR2 antag: 12	SIRT5 block: -1	Casp6 inh: 4	EWS-Fli block: -3	DENV2 CPE: -6

(continued)
canonical_smiles	ARNT TACC3 PPI	PAX8 inh HTS	LGR2 antag	SIRT5 block	Casp6 inh	EWS-Fli block	DENV2 CPE
CCOC(=O)C(NC(=O)c1cccc(Cl)c1)(Nc1nnc(C)s1)C(F)(F)F (configuration not stated)	-7	9	-10	nt	nt	nt	nt
O=C(CCC(=O)N1CCOc2ccc(Cl)cc21)NCCCN1CCC(Cc2ccccc2)CC1	5	-20	2	0	-6	6	5
O=C(CSc1nc2ccccc2[nH]1)Nc1ccc2[nH]c(=O)[nH]c2c1	0	6	10	0	0	1	-3
COc1ccc2[nH]c(C(=O)NCCc3ccccc3)cc2c1	nt	-54	-30	-3	2	-47	?
Cc1cc(NC(=O)COC(=O)CCNS(=O)(=O)c2cccc(C(F)(F)F)c2)no1	4	-18	4	-1	3	-4	-1
CCOC(=O)c1ccc(-n2c(C)nc3c(cnn3-c3ccccc3C)c2=O)cc1	9	-15	1	1	3	-5	-3
C[C@H](CO)N1C[C@H](C)[C@H](CN(C)C(=O)Cc2ccccc2)Oc2cc(C#CC3CCCC3)ccc2S1(=O)=O	8	?	19	11	-4	12	17
CCOc1cc(NC(=O)c2ccccn2)c(OCC)cc1NC(=O)c1cccc(C)c1	-7	2	4	-1	-4	19	-4
FC(F)(F)c1ccc(-c2noc(CN3CCCN(C4CCCCC4)CC3)n2)cc1	6	21	-4	0	-6	16	?
